# C1s inh = human complement C1s inhibition; P09871; actives 0.16% (n = 62,000); mean inhibition % of two 10-compound mixtures (hits give high values), % at 5 µM (by protocol); purified C1s, fluorogenic AMC substrate, pooled mixtures;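 active means inhibition above 20% in each of the two 10-compound mixture wells holding the compound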;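 further: 0% = enzyme wells lacking compound mixture and 100% = no-enzyme blank wells; some compounds called inactive have numbers as strong as hits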
# HTR1A agonist = 5-HT1a (human) receptor agonism. P08908. CHO 5-HT1a Ga15 NFAT-bla reporter, FRET ratio; 0% basal, 100% maximal reference agonist. activation, % at 10 µM. actives 0.56% (n = 65,000). AID 567;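 active means activation above the screen-wide mean activation plus 3 SD, cut at about 19% in these data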;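 further: 0% = DMSO wells and 100% = 5-CT at EC100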
# FXIIa inh mix = inhibitors of human coagulation factor XIIa, pooled mixtures; AID 684; purified FXIIa, fluorogenic substrate; actives 0.2% (n = 62,000); P00748; inhibition, % at 5 µM;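 further: 0% = enzyme without compound and 100% = no enzyme blank; some results filed as inactive read as strong as hits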
# CatL block = inhibitors of human cathepsin L. AID 460. purified cathepsin L, fluorogenic substrate, fluorescence. inhibition, %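 (tested at 10 µM)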. actives 0.17% (n = 58,000); in the data active means inhibition above about 45%;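 further: 0% = enzyme with no compound and 100% = no enzyme blank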
# Target sequence (P07711 114-288 limits assumed): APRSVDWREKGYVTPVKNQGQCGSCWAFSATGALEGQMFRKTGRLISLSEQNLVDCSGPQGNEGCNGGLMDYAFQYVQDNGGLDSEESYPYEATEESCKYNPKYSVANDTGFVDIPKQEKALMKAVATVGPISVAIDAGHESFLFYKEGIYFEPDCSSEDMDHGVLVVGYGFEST
# Target sequence (P07711 292-333 limits assumed): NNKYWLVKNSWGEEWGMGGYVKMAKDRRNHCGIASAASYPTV
# CatG inh = inhibitors of human cathepsin G | P08311 | purified enzyme, AMC-tetrapeptide fluorescence, pooled mixtures | inhibition, % at 5 µM (by protocol) | actives 0.2% (n = 62,000) | AID 581;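 active means inhibition above 20% in each of the two mixture wells holding the compound; inactive means inhibition of 20% or less in either well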;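 further: 0% = enzyme control without mixture and 100% = blank lacking enzyme; strong numbers were not always called active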
# Target sequence (P08311 21-244 limits assumed): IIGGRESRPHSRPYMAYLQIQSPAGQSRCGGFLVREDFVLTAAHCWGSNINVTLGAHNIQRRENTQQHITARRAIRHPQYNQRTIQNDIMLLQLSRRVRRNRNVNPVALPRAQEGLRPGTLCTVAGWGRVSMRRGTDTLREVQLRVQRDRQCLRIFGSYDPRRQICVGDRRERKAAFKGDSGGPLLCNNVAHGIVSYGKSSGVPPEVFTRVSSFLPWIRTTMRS
# Hsp90 block = displaces geldanamycin probe from tumor Hsp90 | P07900 | NCI-N417 lysate Hsp90, Cy3B-geldanamycin FP displacement | inhibition, % at 30 µM | actives 0.35% (n = 64,000);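 active means inhibition above 50%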;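 further: 0% = tracer plus lysate wells and 100% = tracer alone without lysate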
# DUSP1 inh = human dual specificity phosphatase 1 inhibition. inhibition, %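 (compounds tested at a single concentration somewhere between 10 and 100 µM)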. AID 374. recombinant MKP-1, OMFP hydrolysis fluorescence. actives 0.15% (n = 65,000). P28562;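 active means inhibition above about 50%, limit read from the data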;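 further: 0% = DMSO max control wells and 100% = wells with enzyme stopped by NaOH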
# FXIa mix inh = factor XIa (human) inhibition, mixture screen | actives 0.19% (n = 62,000) | inhibition, % at 5 µM | P03951 | AID 680 | purified FXIa, fluorogenic substrate, pooled mixtures;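 further: each value is inhibition by a whole ten-compound pool holding the compound; 0% = enzyme with no mixture and 100% = wells lacking enzyme; strong numbers were not always called active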
# Cdc25B block = human M-phase inducer phosphatase 2 inhibition | recombinant Cdc25B, OMFP fluorescence Ex485/Em525 | inhibition, %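 (compounds tested at 10 µM final in the well)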 | actives 0.1% (n = 65,000) | P30305; in the data active means inhibition above about 50%
# Target sequence (P30305 whole entry, looked up): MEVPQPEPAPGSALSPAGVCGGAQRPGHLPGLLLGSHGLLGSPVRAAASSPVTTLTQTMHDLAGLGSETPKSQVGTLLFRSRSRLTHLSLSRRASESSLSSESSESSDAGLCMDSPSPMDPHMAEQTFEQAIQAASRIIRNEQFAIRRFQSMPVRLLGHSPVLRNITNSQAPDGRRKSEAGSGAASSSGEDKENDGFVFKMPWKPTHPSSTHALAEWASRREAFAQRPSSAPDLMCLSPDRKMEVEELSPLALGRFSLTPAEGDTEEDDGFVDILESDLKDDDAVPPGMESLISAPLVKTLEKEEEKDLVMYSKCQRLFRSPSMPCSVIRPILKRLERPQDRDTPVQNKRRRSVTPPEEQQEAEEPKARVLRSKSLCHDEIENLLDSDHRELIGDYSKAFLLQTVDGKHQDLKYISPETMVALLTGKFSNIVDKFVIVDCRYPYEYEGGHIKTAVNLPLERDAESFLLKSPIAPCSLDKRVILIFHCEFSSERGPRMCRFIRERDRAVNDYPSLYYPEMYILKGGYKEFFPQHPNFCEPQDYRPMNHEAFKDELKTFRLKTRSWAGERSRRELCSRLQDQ
# * = called active by the depositor; i = inactive; · = no result given; & = joins results of further samples. Unless noted, no stated cut-off is given here; in the data, active means inhibition above about 20% (passing the limit was not always enough); inactive means the rest. Hits appear at their usual frequency. Share with any hit: about 1.6%.
molecule	C1s inh	HTR1A agonist	FXIIa inh mix	CatL block	CatG inh	Hsp90 block	DUSP1 inh	FXIa mix inh	Cdc25B block
CCCNC(=O)N(C)c1nncnc1C(=O)NC	·	1.7	·	1	·	-1	-24	·	18
COc1ccc(N2CC(C(=O)NCc3ccccc3)CC2=O)cc1 (configuration not stated)	4	-0.4	4	-12	12	-2	0	-3	-3
c1ccc(-c2nc(-c3ccco3)cs2)nc1	-1	-2.9	6	-2	-2	-5	-15	9	-7
O=c1[nH]ncc2c3ccccc3n(Cc3ccccc3F)c12	2	-3.1	-10	3	-2	2	0	-1	4
Cc1ccc(S(=O)(=O)N2CCC(C(=O)N[C@@H](C)C(=O)NCCc3ccccc3)CC2)cc1	10	-1.3	3	5	16	-2	-6	4	-6
Cc1cc(C)cc(OCC(=O)Nc2ccc(N3CCN(S(C)(=O)=O)CC3)cc2)c1	-31	0.6	9	0	-17	6	1	-6	-2
CCOc1ccccc1N(CC(=O)N1CCCCCC1)S(C)(=O)=O	12	-0.8	8	11	7	2	12	7	-12
COCCCN1C(=O)c2[nH]nc(-c3ccccc3O)c2C1c1cccc(Cl)c1 (configuration not stated)	11	0.1	3	-19	9	0	5	5	10
Cc1ccccc1-c1nc(CS(=O)(=O)CC(=O)NCc2ccccc2)c(C)o1	-5	0.6	-7	16	0	-2	-3	-2	-11
CCNc1nc(NC(C)C)nc(Oc2ccc(OCCOc3ccc(C)cc3)nn2)n1	-5	0.7	2	·	10	2	7	8	-10
O=C1Nc2ccc(S(=O)(=O)NCCC3=CCCCC3)c3cccc1c23	-12	2.2	2	-158	3	-5	5	-5	-13
O=C(CN1C(=O)c2cccc3cccc1c23)Nc1cccnc1	·	0.4	·	·	·	0	-3	·	-3
CCOc1ccc(NC(=O)c2ccccc2NC(=O)CN2CCN(C(C)=O)CC2)cc1	0	0.5	11	11	-2	-1	21	7	-1
COc1ccc2c(c1)C(C)=CC(C)(C)N2C(=O)C(C)N1C(=O)c2ccccc2C1=O (configuration not stated)	-10	0.9	4	0	-7	-2	3	-11	-9
CCC(C)(C(=O)NC1CCCC1)N(CC1CCCO1)C(=O)CNC(=O)c1ccccc1 (configuration not stated)	2	-0.9	2	1	-2	·	5	4	-8
Clc1ccc(Cn2cccc2C2=NCCO2)cc1	15	-2.1	1	13	9	-4	4	11	-15
CCOc1cccc(N2C(=O)CC(n3cnc4ccccc43)C2=O)c1 (configuration not stated)	0	-4.7	2	-13	8	-4	5	0	-9
Cc1cc(C(=O)Nc2cccnc2)on1	-24	1.6	3	·	-13	2	-3	3	-10
CCN(CC)S(=O)(=O)c1ccc(C(=O)C(C#N)c2ccccn2)cc1 (configuration not stated)	1	0.4	0	2	4	·	17	0	-18
COC(=O)c1ccc(CSc2nc(N3CCOCC3)c3c(c2C#N)CC(C)(C)OC3)o1	·	1.2	·	12	·	-4	-28	·	0
CCOC(=O)C1CCCN(C(=O)CNC(=O)Cn2ccc3ccccc3c2=O)C1 (configuration not stated)	-103	-2.3	5	17	-14	·	1	-8	4
COCCN(C(=O)Cc1cccs1)c1nnc(-c2ccncc2)s1	-32	-0.1	0	1	-14	-11	-9	-2	9
COc1cccc(N2CCN(C(=O)C3CCCN(S(=O)(=O)c4cnc[nH]4)C3)CC2)c1 (configuration not stated)	-3	-2.8	0	·	0	1	-17	5	-13
Cc1cc(C)c(S(=O)(=O)N(C)Cc2cnn(C)c2)c(C)c1	-1	-1.1	13	-4	3	-2	13	8	-4
O=C(NCc1cccnc1)c1c(F)c(F)c(F)c(F)c1F	·	0.8	·	·	·	0	-5	·	3
O=C(O)c1ccccc1C(=O)Nc1n[nH]c(=S)s1	6	-3.3	1	5	8	1	-8	6	-18
COC(=O)c1cc2c(=O)n3ccccc3nc2n(C(C)C)c1=N	-88	16	6	i	-2	-16	9	-16	1
Clc1ccccc1-c1nnc2sc(-c3ccc4c(c3)OCO4)nn12	-1	0.7	5	10	7	-4	1	0	8
C[C@H](N)c1nnc(SCc2ccc(Cl)cc2Cl)o1	6	-0.7	3	1	11	-3	-13	3	-1
O=C(CSc1nnc(Cc2ccccc2)o1)Nc1ccc(Br)cn1	15	-2.8	-15	14	11	5	0	5	-2
CC(C)C12CN3CC(C(C)C)(CN(C1)C31C(=O)Nc3ccccc31)C2=O (configuration not stated)	-33	18	6	·	-4	-5	10	-2	-9
CCOC(=O)C(C(C)=O)=C1SC2CS(=O)(=O)CC2S1 (configuration not stated)	-10	-3.9	-4	7	4	-2	0	-4	2
CCCn1c(NC(=O)c2ccc(Cl)c(S(=O)(=O)N3CCCC3)c2)nc2ccccc21	6	4.0	7	4	2	-4	22	-4	-17
Cc1ccc(-c2nnc(SCC(=O)Nc3ccc(S(=O)(=O)N4CCCCCC4)cc3)o2)cc1	14	-1.7	3	-6	10	1	-15	9	-7
CC(=O)OC(C)C[N+](C)(C)C (configuration not stated)	8	0.1	-15	32	1	-3&-2	-8	6	-9
CCOC(=O)Nc1cc2c(C)cc(=O)oc2cc1C	15	-5.2	14	-24	12	-4	5	10	-11
CN(CCNC(=O)CN1CCN(Cc2ccccc2Cl)C1=O)Cc1ccccc1	38	1.8	-15	-8	24	0	-7	27	-12
O=C(Cn1nnc(-c2ccc3c(c2)OCO3)n1)N1CCOCC1	-8	-1.8	5	10	-3	-7	12	8	-4
O=P(c1ccccc1)(c1ccccc1)C(c1ccco1)N1CCOCC1 (configuration not stated)	-14	-1.6	-12	12	12	-1	-23	2	-6
COc1ccccc1N1CCN(S(=O)(=O)c2ccccc2F)CC1	10	-5.6	2	9	7	-2	10	8	-9
CCOC(=O)C1=C(C)Nc2ccccc2N=C1NC(=O)CCCN1C(=O)c2ccccc2C1=O	-3	-3.3	26	10	16	2	9	1	0
CCOC(=O)C1=C(C)NC(C)=C(C(=O)OCC)C1C1=COCCO1	3	-3.1	12	12	8	2	25	-9	2
O=c1cc2n(c(=O)[nH]1)CCC1=C2CCCC1	-2	-2.2	-4	5	7	-10	-10	4	-26
Cc1ccc(Cn2c(Sc3nnc(C)s3)nc3c2c(=O)[nH]c(=O)n3C)cc1	13	-0.6	7	-3	9	3	4	2	2
N#Cc1c(N)n(CCOC(=O)c2ccc(Cl)cc2)c2nc3ccccc3nc12	·	28*	·	-4	·	-11	26	·	7
Cc1ccc(N2C(=O)c3ccccc3C2Nc2ccccc2F)nc1 (configuration not stated)	0	-1.4	-18	·	9	-2	9	1	-1
Cc1noc(C)c1COC(=O)CCOc1ccccc1	11	-4.0	3	4	9	-5	-10	9	2
COC(=O)c1cn(CC(=O)N2CCCCCC2)c2ccccc12	-10	-0.4	4	2	1	3	5	-1	-1

# Fetched by compound from the list above (two):
molecule	C1s inh	HTR1A agonist	FXIIa inh mix	CatL block	CatG inh	Hsp90 block	DUSP1 inh	FXIa mix inh	Cdc25B block
CCOC(=O)C1=C(C)NC(C)=C(C(=O)OCC)C1C1=COCCO1	3	-3.1	12	12	8	2	25	-9	2
Cc1noc(C)c1COC(=O)CCOc1ccccc1	11	-4.0	3	4	9	-5	-10	9	2

# (continued)
molecule	C1s inh	HTR1A agonist	FXIIa inh mix	CatL block	CatG inh	Hsp90 block	DUSP1 inh	FXIa mix inh	Cdc25B block
Cc1nnc(SCC(=O)Nc2nc3c(s2)CC(C)CC3)s1 (configuration not stated)	4	-1.2	-12	0	-4	-1	15	4	-4
O=C(COC(=O)c1cnccn1)Nc1ccc(Cl)cc1	-21	-1.1	5	2	6	-5	-8	6	-7
Cc1ccc(C2C3=C(CC(C)(C)CC3=O)N(CCN3CCOCC3)C3=C2C(=O)CC(C)(C)C3)cc1	-32	14	19	-41	-5	-2	29	-5	-2
O=C1C(O)CC2c3ccccc3CC3(CCCC3)N12 (configuration not stated)	4	-1.9	5	·	-1	-1	-1	0	0
CC1CCCCC1NC(=O)c1nn(C)c(=O)c2ccccc12 (configuration not stated)	-1	-4.4	7	1	-2	-2	14	1	-9
COc1cccc(C(=O)Nc2nnc(-c3cccs3)o2)c1	0	-4.2	6	-1	1	4	11	13	5
CCOC(=O)C1CCN(C(=O)c2cc3c(-c4ccc(OC)c(OC)c4)nn(C)c3s2)CC1	2	-1.3	-4	-2	7	1	11	2	-6
Cc1[nH]n2c(=O)cc(C(C)C)nc2c1-c1ccccc1	10	0.2	0	13	10	3	25	15	6
Cc1ccccc1OCCCN1CCCC1	-31	-2.7	-2	6	-1	-3	9	6	-1
CCNC(=O)CSc1nc2ccccc2c(=O)n1OC	3	-2.7	-12	-3	1	-5	-13	8	4
CC(=O)NC1(C(F)(F)F)C(=O)Nc2c1c(=O)n(C)c(=O)n2C (configuration not stated)	·	0.6	·	10	·	1	-20	·	19
CCC(=O)Nc1c2c(nn1-c1ccc(F)cc1)CS(=O)C2 (configuration not stated)	-14	-1.0	1	8	8	-2	-4	4	-2

# Of the compounds above, 17 contain four or more nitrogen atoms.
molecule	C1s inh	HTR1A agonist	FXIIa inh mix	CatL block	CatG inh	Hsp90 block	DUSP1 inh	FXIa mix inh	Cdc25B block
CCCNC(=O)N(C)c1nncnc1C(=O)NC	·	1.7	·	1	·	-1	-24	·	18
CCNc1nc(NC(C)C)nc(Oc2ccc(OCCOc3ccc(C)cc3)nn2)n1	-5	0.7	2	·	10	2	7	8	-10
CCOc1ccc(NC(=O)c2ccccc2NC(=O)CN2CCN(C(C)=O)CC2)cc1	0	0.5	11	11	-2	-1	21	7	-1
COCCN(C(=O)Cc1cccs1)c1nnc(-c2ccncc2)s1	-32	-0.1	0	1	-14	-11	-9	-2	9
COc1cccc(N2CCN(C(=O)C3CCCN(S(=O)(=O)c4cnc[nH]4)C3)CC2)c1 (configuration not stated)	-3	-2.8	0	·	0	1	-17	5	-13
COC(=O)c1cc2c(=O)n3ccccc3nc2n(C(C)C)c1=N	-88	16	6	i	-2	-16	9	-16	1
Clc1ccccc1-c1nnc2sc(-c3ccc4c(c3)OCO4)nn12	-1	0.7	5	10	7	-4	1	0	8
O=C(CSc1nnc(Cc2ccccc2)o1)Nc1ccc(Br)cn1	15	-2.8	-15	14	11	5	0	5	-2
CCCn1c(NC(=O)c2ccc(Cl)c(S(=O)(=O)N3CCCC3)c2)nc2ccccc21	6	4.0	7	4	2	-4	22	-4	-17
Cc1ccc(-c2nnc(SCC(=O)Nc3ccc(S(=O)(=O)N4CCCCCC4)cc3)o2)cc1	14	-1.7	3	-6	10	1	-15	9	-7
CN(CCNC(=O)CN1CCN(Cc2ccccc2Cl)C1=O)Cc1ccccc1	38	1.8	-15	-8	24	0	-7	27	-12
O=C(Cn1nnc(-c2ccc3c(c2)OCO3)n1)N1CCOCC1	-8	-1.8	5	10	-3	-7	12	8	-4
CCOC(=O)C1=C(C)Nc2ccccc2N=C1NC(=O)CCCN1C(=O)c2ccccc2C1=O	-3	-3.3	26	10	16	2	9	1	0
Cc1ccc(Cn2c(Sc3nnc(C)s3)nc3c2c(=O)[nH]c(=O)n3C)cc1	13	-0.6	7	-3	9	3	4	2	2
N#Cc1c(N)n(CCOC(=O)c2ccc(Cl)cc2)c2nc3ccccc3nc12	·	28*	·	-4	·	-11	26	·	7
Cc1nnc(SCC(=O)Nc2nc3c(s2)CC(C)CC3)s1 (configuration not stated)	4	-1.2	-12	0	-4	-1	15	4	-4
CC(=O)NC1(C(F)(F)F)C(=O)Nc2c1c(=O)n(C)c(=O)n2C (configuration not stated)	·	0.6	·	10	·	1	-20	·	19
